# Screens from PubChem.
# APE1 inh: qHTS Assay for Inhibitors of the Human Apurinic/apyrimidinic Endonuclease 1 (APE1) | recombinant APE1, TAMRA/BHQ-2 abasic DNA cleavage fluorescence | 0.35% of 350,000 active | Potency, µM (top dose mostly 65.8 µM), without a hit: top-dose activity change, negative = inhibition, hits mostly inhibitors;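 further: plate controls were vehicle for no effect and reference inhibitor for full effect; nearly all actives have a fitted effect of over 55% in size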
#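 Endonuclease cleavage of a quenched abasic-site DNA duplex (50 nM) by APE1 (0.75 nM) was tracked by TAMRA dequenching. Compounds were preincubated with enzyme 15 min at room temperature; data normalized to buffer-only and DMSO wells plus NSC13755 control.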
# BAZ2B inh: qHTS Assay for Inhibitors of BAZ2B | Bromodomain adjacent to zinc finger domain protein 2B (Homo sapiens), Q9UIF8 | AlphaScreen BAZ2B-H3K14Ac peptide displacement | Potency, µM (top dose mostly 114 µM), for the others: top-dose activity change, negative = inhibition, hits mostly inhibitors | 4.4% of 360,000 active | AID 504333, 2011; further: on the % scale 0 is the no-effect control and ±100 the full control effect; nearly all actives have a fitted effect of over 60% in size
#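 In this displacement format the biotinylated H3(5-23) peptide acetylated at Lys14 serves as ligand at 50 nM, with BAZ2B at 50 nM in PBS pH 7.4 containing 0.01% Tween-20. Donor and acceptor beads are 10 ug/mL final.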
# BLM inh: qHTS Assay for Inhibitors of Bloom's syndrome helicase (BLM); RecQ-like DNA helicase BLM (Homo sapiens), P54132; recombinant BLM DNA unwinding, fluorescence dequenching; Potency, µM (titrated, usually from 56.1 µM), for the others: at the top dose activity change, negative = inhibition, most hits filed as inhibitors; 0.2% of 350,000 active;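 further: plate controls were vehicle for no effect and no enzyme for full effect; nearly all actives have a fitted effect of over 35% in size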
# POLK inh: qHTS for Inhibitors of Polymerase Kappa | Potency, µM (doses to about 107 µM), inactives show at the highest dose activity, negative = inhibition, actives largely listed as inhibitors | purified Pol kappa, fluorescent DNA synthesis assay, 10 min | 0.53% of 400,000 active | DNA polymerase kappa (Homo sapiens), Q9UBT6; further: on the % scale 0 is the no-effect control and ±100 the full control effect
#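 10 nM Pol kappa preincubated 15 min at room temperature with compounds, then reaction started with substrate at 50 nM final. Fluorescence read kinetically at 0 and 10 min; buffer-only wells served as negative control.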
# Pol beta inh: qHTS Assay for Inhibitors of DNA Polymerase Beta | Pol beta primer extension/strand displacement, fluorescence kinetic | Potency, µM (top dose mostly 114 µM), for the others: top-dose activity change, negative = inhibition, usual class: inhibitors | 1.3% of 340,000 active | AID 485314, 2010; further: on the % scale 0 is the no-effect control and ±100 the full control effect
#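 Homogeneous kinetic assay of primer extension and strand displacement by 10 nM Pol beta, preincubated 15 min at room temperature with compound before 50 nM substrate (final) was added. Read at 0 and 10 min; four-parameter Hill fit.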
# G9a inh: qHTS Assay for Inhibitors of Histone Lysine Methyltransferase G9a; Histone-lysine N-methyltransferase EHMT2 (Homo sapiens), Q96KQ7; G9a H3K9 monomethylation, AlphaScreen, 2 h; Potency, µM (titrated, usually from 102 µM), without a hit: at the top dose activity, negative = inhibition, usual class: inhibitors; 8.8% of 350,000 active; AID 504332, 2011; further: on the % scale 0 is the no-effect control and ±100 the full control effect; nearly all actives have a fitted effect of over 75% in size
#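 Chemiluminescent proximity detection of H3K9 monomethylation, read after 10 min bead incubation in the dark. Reaction: 20 nM G9a, 500 nM biotin-H3K9 peptide, 20 uM SAM cofactor, 2 h, room temperature, following 15 min enzyme-compound preincubation.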
# JMJD2A Tudor inh: qHTS Assay for Inhibitors of JMJD2A-Tudor Domain; Lysine-specific demethylase 4A (Homo sapiens), O75164; AlphaScreen JMJD2A-Tudor / H3K4me3 peptide binding; Potency, µM (titrated, usually from 114 µM), for inactives: at the highest dose activity change, negative = inhibition, most hits filed as inhibitors; 4.4% of 390,000 active; AID 504339, 2011; further: on the % scale 0 is the no-effect control and ±100 the full control effect; nearly all actives have a fitted effect of over 50% in size
# Target sequence (O75164 whole entry, looked up, the tested form may be a part): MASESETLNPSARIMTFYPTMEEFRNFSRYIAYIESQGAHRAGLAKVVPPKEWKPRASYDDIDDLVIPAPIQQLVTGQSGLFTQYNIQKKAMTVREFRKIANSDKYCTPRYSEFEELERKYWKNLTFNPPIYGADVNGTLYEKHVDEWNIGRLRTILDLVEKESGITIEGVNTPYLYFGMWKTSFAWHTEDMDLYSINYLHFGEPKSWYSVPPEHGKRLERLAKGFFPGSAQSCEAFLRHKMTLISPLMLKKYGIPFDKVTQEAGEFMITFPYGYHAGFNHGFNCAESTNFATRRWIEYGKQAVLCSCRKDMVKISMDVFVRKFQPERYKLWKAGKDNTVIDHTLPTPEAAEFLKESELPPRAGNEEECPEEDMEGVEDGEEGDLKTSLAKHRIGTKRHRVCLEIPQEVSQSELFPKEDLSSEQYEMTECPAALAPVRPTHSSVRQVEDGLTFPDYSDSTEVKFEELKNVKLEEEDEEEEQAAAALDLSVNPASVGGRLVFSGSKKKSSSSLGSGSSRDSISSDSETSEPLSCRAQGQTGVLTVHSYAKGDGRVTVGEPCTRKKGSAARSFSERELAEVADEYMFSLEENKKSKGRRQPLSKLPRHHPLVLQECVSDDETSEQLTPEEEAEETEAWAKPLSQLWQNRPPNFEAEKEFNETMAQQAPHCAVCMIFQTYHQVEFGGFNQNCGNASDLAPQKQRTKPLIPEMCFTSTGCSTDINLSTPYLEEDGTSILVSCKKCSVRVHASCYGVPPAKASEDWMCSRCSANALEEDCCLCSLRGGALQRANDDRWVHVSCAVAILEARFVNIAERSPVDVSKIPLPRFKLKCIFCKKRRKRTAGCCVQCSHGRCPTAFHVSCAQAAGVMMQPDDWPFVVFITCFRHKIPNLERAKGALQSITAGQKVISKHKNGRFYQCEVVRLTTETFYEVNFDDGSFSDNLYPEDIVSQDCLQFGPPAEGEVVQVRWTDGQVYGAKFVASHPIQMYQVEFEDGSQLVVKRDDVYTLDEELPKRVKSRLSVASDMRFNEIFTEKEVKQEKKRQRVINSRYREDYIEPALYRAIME
# Pol eta inh: qHTS for Inhibitors of Polymerase Eta; DNA polymerase eta (Homo sapiens), Q9Y253; recombinant Pol eta, fluorescent DNA replication assay; Potency, µM (top dose mostly 114 µM), for inactives: at the highest dose activity change, negative = inhibition, usual class: inhibitors; 1.2% of 390,000 active; AID 588591, 2011; further: on the % scale 0 is the no-effect control and ±100 the full control effect
#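 Fluorescent replication assay: 50 nM final substrate added after a 15 min room-temperature compound preincubation with 10 nM enzyme. Signal taken at 0 min and again at 10 min.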
# Pol iota inh: qHTS for Inhibitors of Polymerase Iota; Pol iota fluorescent replication assay, 10 min; Potency, µM (highest dose often 115 µM), inactives show top-dose activity, negative = inhibition, usual class: inhibitors; 1% of 390,000 active
#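 Fluorescent replication assay read twice, at 0 min and 10 min after adding 50 nM (final) substrate. Enzyme (10 nM) and compounds were first incubated 15 min at room temperature; enzyme-free buffer wells were negative controls.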
# The depositor's hits bear a star; ? = inconclusive; nt = not tested or not shown; & = joins results of further samples; [ ] = remark or other dose. The call rests on the fitted dose curve; in most records, active means well fitted curve in the direction sought with a large enough effect; inconclusive means small, poorly fitted or top-dose-only effect, or another doubt; inactive means no such curve, though single readings can be large; an effect the other way counts as inactive or inconclusive. Potency means the concentration at half of the fitted maximal effect.
SMILES	APE1 inh	BAZ2B inh	BLM inh	POLK inh	Pol beta inh	G9a inh	JMJD2A Tudor inh	Pol eta inh	Pol iota inh
CC1(C)OC2OC3C(CN)OC(c4ccccc4)OC3C2O1 (configuration not stated)	nt	nt	nt	-9%	nt	nt	-12%	-6%	-22%
O=C(Nc1ccc(C2CC2(Cl)Cl)cc1)c1ccccc1Br (configuration not stated)	5%	38%[activator]	-14%	-5%	6%	50%[59 µM]	-11%	-8%	11%
COc1ccc(CNC(=O)CCc2ccc(S(=O)(=O)N3CCCCCC3)cc2)cc1	22%	1%	nt	3%	nt	5%[2.33 µM]	-3%	-8%	19%
CCCc1ncc(C(O)(c2ccccc2)c2ccc(C)cc2)n1C (configuration not stated)	4%	-31%	0%	6%	-28%	-7%[59 µM]	-32%	-14%	7%
Cc1ccc2c(=O)cc(C(=O)NC3CCS(=O)(=O)C3)oc2c1C (configuration not stated)	4%	-13%	0%	4%	31%	-2%	-24%	-21%	23%
Cc1nc2nc(C)c(CCC(=O)NCc3ccccc3)c(C)n2n1	nt	4%	1%	3%	19%	9%[59 µM]	3%	-8%	24%
Cc1cccc(OCCCCCNCCO)c1	5%	6%	0%	2%	12%	-13%[59 µM]	-20%	-2%	18%
CC(OC(=O)Cn1ccccc1=O)C(=O)Nc1cc(Cl)cc(Cl)c1 (configuration not stated)	9%	nt	nt	-10%	nt	nt	-3%	1%	-4%
Fc1ccc2c(c1)Sc1ccc(Cl)cc1CC2N1CCN(CCC2OCCO2)CC1 (configuration not stated)	nt	nt	nt	-16%	nt	nt	?	-23%	26%
COC(=O)[C@H](C)[C@@H]1C[C@@]1(C)[C@@H](NC(=O)OCc1ccccc1)c1ccccc1	-2%&-9%	-5%	-7%&-11%	-19%	-1%	-7%	10%	-15%	5%
O=C(Cc1coc2ccc3ccccc3c12)N1CCc2ccccc21	0%	-5%	-5%	-18%	-3%	?	13%	11%	29%
O=C(O)Cc1cccc(OCCCN(Cc2cccc(C(F)(F)F)c2Cl)CC(c2ccccc2)c2ccccc2)c1	-16%	nt	?	?	nt	18µM*	nt	nt	nt
Cc1ccc(-n2c(Cl)c(Cl)nc(Cl)c2=O)cc1	-6%	?	-5%	-8%	1%	?	-31%	-9%	66%[activator]
CC(=O)OC(C)[C@H]1CC[C@H]2[C@@H]3CC[C@H]4C[C@@H](OC(C)=O)CC[C@]4(C)C3=CC[C@]12C (some centres not stated)	-12%	12%	nt	-9%	nt	15%[2.33 µM]	-4%	-1%	-16%
CCOC(=O)C1(Cc2ccccc2C)CCCN(C(=O)CN2CCCCC2=O)C1 (configuration not stated)	-11%	9%	0%	-1%	1%	17%	-25%	-6%	-21%
NN/C(=C\[N+](=O)[O-])Nc1ccc(Cl)cc1	-9%	?	-9%	-4%	-5%	1.3µM*	?	-3%	31%
CN(C)c1cccc(C(=O)Nc2ccc(N3CCOCC3)cc2)c1	0%	-28%	-1%	2%	11%	?	-34%	-6%	6%
COc1ccc(OCC(=O)Nc2cccc(-c3nc4ccccc4o3)c2)cc1	5%	?	0%	1%	?	-40%[12.7 µM]	-16%	-7%	?
COc1cccc(OC)c1C(=O)Nc1ccc2c(c1)N(C(C)=O)CCC2	nt	0%	0%	-6%[60.1 µM]	-26%	2%[12.7 µM]	4%	-10%	11%
Cc1cc(=O)oc2cc(OCC(=O)NCCc3c[nH]c4ccc(F)cc34)ccc12	-3%	-4%	-10%	-12%	-20%	nt	-17%	-4%	1%
CCC(C)Sc1ccc([C@H]2N[C@@](CC(C)C)(C(=O)OC)[C@H]3C(=O)N(CC)C(=O)[C@@H]23)cc1 (some centres not stated)	23%	-1%	nt	2%	nt	-16%[2.33 µM]	-1%	-22%	27%
COc1ccccc1C(C)NS(=O)(=O)c1cccs1 (configuration not stated)	29%	-8%	-1%	nt	14%	9%	nt	nt	nt
O=C(N/C(=C/c1ccco1)C(=O)N1CCc2ccccc21)c1ccco1	11%	?	-8%	-5%	4%	-135%[59 µM]	?	-10%	?
Cc1cc(C(F)(F)F)c2c(n1)sc1c(O)cc(=O)[nH]c12	?	?	-17%	71µM*	-10%	?	-15%	-14%	3.2µM*
O=S(=O)(c1ccc(Br)cc1)N1CCN=C1SCc1cccc(F)c1	0%	36%	-6%	-1%	76%	-10%	72%[activator]	-23%	29%
Cc1ccc(S(=O)(=O)N2CCCC2CNC(=O)C(=O)Nc2ccccc2)cc1 (configuration not stated)	10%	9%	nt	-4%	nt	7%	-14%	-19%	-10%
N#Cc1cc2c(=O)n3ccccc3nc2n(-c2ccc(Cl)cc2)c1=O	-2%	nt	-3%	-27%	2%	-36%	-20%	0%	?
Cc1cccc(C(=O)NC(NCCc2ccccc2)C(Cl)(Cl)Cl)c1 (configuration not stated)	1%	23%	-17%	-20%	1%	-6%[12.7 µM]	-7%	-3%	2%
CC(=O)c1cccc(NC(=S)N2CCCC2)c1	24%	?	-9%	-6%	-17%	9%	-19%	-7%	8%
O=c1[nH]c(C(Cl)(Cl)Cl)nc2ccc3ccccc3c12	16%	-1%	-1%	0%	1%	9%	-8%	5%	1%
CCc1ccc(CN2CCCC(C(=O)Nc3ccccc3-c3ccc(OC)cc3)C2)o1 (configuration not stated)	36%[activator]	-35%	-7%	-4%	-12%	?	-14%	-11%	?
CCOCc1nnc(NC(=O)C2c3ccccc3Oc3ccccc32)s1	-2%	?	-8%	-2%	16%	-40%	-13%	-15%	89%[activator]
CCN(C(=O)COC(=O)c1cccc(S(=O)(=O)NCc2ccccc2)c1)c1ccccc1	-2%	-1%	nt	-4%	nt	?	-6%	-23%	-3%
COc1ccc(CCNC(=O)CSc2nc(O)cc(=O)[nH]2)cc1OC	3%	-26%	-1%	-19%	-1%	?	-14%	-14%	32%[activator]
Cc1ccc(C(=O)C2CCN(C(=S)NCC3CCCO3)CC2)cc1 (configuration not stated)	-4%	8%	-2%	-13%	13%	0%	-3%	-3%	-9%
COC(=O)COc1ccc(/C=C2/SC(=O)N(CC(=O)N3CCCC3)C2=O)cc1Br	-7%	3%	-1%	-4%	13%	14%	-6%	-10%	17%
O=C(NCC(c1ccc(F)cc1)N1CCOCC1)c1cccc(Br)c1 (configuration not stated)	2%	-15%	-2%	1%	5%	?	-15%	-11%	-25%
CC(C)(C)n1ncc2c(=O)n(Cc3c(F)cccc3Cl)cnc21	2%&-3%	-6%	-2%	1%&3%	-1%	4%[12.7 µM]	-4%&4%	-18%	2%&2%
CCc1ccc(S(=O)(=O)c2nnn3c2nc(N2CCN(c4ccccc4)CC2)c2cc(Cl)ccc23)cc1	nt	-1%	-2%	4%	2%	4%[59 µM]	-2%	-18%	31%[activator]
Cc1cc(C(=O)COC(=O)CC2Sc3ccccc3NC2=O)c(C)n1-c1ccc2c(c1)OCO2 (configuration not stated)	-12%	-27%	-7%	-19%	-15%	?	-33%	-21%	8%
Cc1ccc(C)c(S(=O)(=O)Nc2ccc3[nH]c(=O)[nH]c3c2)c1	27%	0%	-3%	-6%	3%	-51%	-9%	-16%	41%[activator]
CCOc1ccc(-c2nnc(Nc3ccc(OC)c(C(=O)N4CCCCC4)c3)c3ccccc23)cc1	?	-10%	-7%	-13%[60.1 µM]	1%	-12%[59 µM]	-30%	-7%	-9%
Cc1ccc2c(n1)sc1c(=O)n(-c3cccc(C(F)(F)F)c3)nnc12	nt	-16%	-3%	-7%	3%	-1%[59 µM]	-14%	nt	-8%
Cc1cccc(-c2nc3cc(NC(=O)Cc4ccc(Cl)cc4)ccc3o2)c1	nt	1%	-6%	0%	7%	7%[59 µM]	-24%	-15%	42%[activator]
CCc1ccc(Nc2n[n+](-c3ccccc3)c(-c3ccc(OCc4ccccc4)cc3)s2)cc1	18%	50µM*	-6%	5%	24%	?	-27%	-13%	11%
CCCCn1c2ccccc2c2nnc(SCCN3CCCCC3)nc21	-9%	-8%	-5%	?	21%	-5%	-13%	8%	67%[activator]
N#Cc1ccccc1CN1C(=O)NC2(CCCCCC2)C1=O	4%	-20%	-5%	-22%	11%	5%	-4%	-2%	-1%
Cc1ccc2nc(-c3ccco3)c(Nc3ccccc3)n2c1	4%	5%	-15%	-4%&-16%	9%	22%[59 µM]	-15%&-10%	-7%	122%&21%[activator]
CC(C)CN(C(=O)COC(=O)C1CC1)c1c(N)n(Cc2ccccc2)c(=O)[nH]c1=O	36%	-1%	nt	0%	nt	-29%	3%	-16%	8%

# Entries of single compounds from above. Order of screens: APE1 inh	BAZ2B inh	BLM inh	POLK inh	Pol beta inh	G9a inh	JMJD2A Tudor inh	Pol eta inh	Pol iota inh
# Cc1ccc2nc(-c3ccco3)c(Nc3ccccc3)n2c1 in the list: 4%	5%	-15%	-4%&-16%	9%	22%[59 µM]	-15%&-10%	-7%	122%&21%[activator]
# CCCCn1c2ccccc2c2nnc(SCCN3CCCCC3)nc21 in the list: -9%	-8%	-5%	?	21%	-5%	-13%	8%	67%[activator]

# In the list so far, these contain a furan ring, fused or not:
SMILES	APE1 inh	BAZ2B inh	BLM inh	POLK inh	Pol beta inh	G9a inh	JMJD2A Tudor inh	Pol eta inh	Pol iota inh
O=C(Cc1coc2ccc3ccccc3c12)N1CCc2ccccc21	0%	-5%	-5%	-18%	-3%	?	13%	11%	29%
O=C(N/C(=C/c1ccco1)C(=O)N1CCc2ccccc21)c1ccco1	11%	?	-8%	-5%	4%	-135%[59 µM]	?	-10%	?
CCc1ccc(CN2CCCC(C(=O)Nc3ccccc3-c3ccc(OC)cc3)C2)o1 (configuration not stated)	36%[activator]	-35%	-7%	-4%	-12%	?	-14%	-11%	?
Cc1ccc2nc(-c3ccco3)c(Nc3ccccc3)n2c1	4%	5%	-15%	-4%&-16%	9%	22%[59 µM]	-15%&-10%	-7%	122%&21%[activator]

# These rows are one share of the data, so the mix of outcomes need not match the whole.
